Cy5 interf NS3h: counter-screen for HCV NS3 helicase inhibitors: fluorescence interference | AID 720488 | fluorescence interference ratio at 100 µM | Cy5-dT15 DNA with NS3h; actives lie on both sides; signal over control mean, under 1 quenches | 6% of 16,000 active;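 active means compound fluorescence over control fluorescence at most 0.8, a quencher, or at least a set upper limit, an enhancer; inactive means ratio between 0.8 and the set upper limit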
HCV NS3h FP: hepatitis C NS3 helicase inhibition, primary screen | 1.6% of 16,000 active | AID 687043 | inhibition, % at 100 µM | NS3h Cy5-dT15 DNA binding, fluorescence polarization;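 active means inhibition above the average over every tested compound plus 3 SD, cut at about 40% in these data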
* = called active by the depositor.

Below each compound: Cy5 interf NS3h | HCV NS3h FP
1. CCc1ccc(N2C(=O)NC(=O)/C(=C\c3ccc(Oc4ccc([N+](=O)[O-])cn4)cc3)C2=O)cc1
    0.937 | 15.4
2. CCCN1C(=O)c2ccccc2NC1c1ccc(OC)c(CSc2ccccn2)c1 (stereo not drawn)
    0.978 | 4.1
3. Cc1ccc(S(=O)(=O)N(CCc2ccccc2)CC(=O)NCc2ccco2)cc1
    0.986 | 15.3
4. O=C1S/C(=C\c2cccc(Cl)c2Cl)C(=O)N1c1ccccc1
    1.06 | 8.2
5. COc1ccc(NC(=O)c2ccc(I)cc2)c(OC)c1
    0.961 | 14.3
6. O=C(Nc1ccc(Cl)cn1)c1cc2ccccc2o1
    1.06 | 9.7
7. Cc1cc(Br)ccc1NC(=O)c1ccc(NC(=O)C(C)(C)C)cc1
    1.04 | 7.4
8. CC1CCCN(C(=O)Cc2ccc(Br)cc2)C1 (stereo not drawn)
    1.1 | -13.6
9. CCOc1ccc(C(=O)Nc2cccc3nsnc23)cc1Br
    0.988 | 7.9
10. CC(C)OC(=O)C1C(=O)CC(C)(O)C(C(=O)OC(C)C)C1c1ccc(Cl)cc1 (stereo not drawn)
    0.978 | 7.7

Single records, as listed above. Values in the order: Cy5 interf NS3h | HCV NS3h FP
O=C(Nc1ccc(Cl)cn1)c1cc2ccccc2o1 reads 1.06 | 9.7
Cc1ccc(S(=O)(=O)N(CCc2ccccc2)CC(=O)NCc2ccco2)cc1 reads 0.986 | 15.3
Cc1cc(Br)ccc1NC(=O)c1ccc(NC(=O)C(C)(C)C)cc1 reads 1.04 | 7.4
CCc1ccc(N2C(=O)NC(=O)/C(=C\c3ccc(Oc4ccc([N+](=O)[O-])cn4)cc3)C2=O)cc1 reads 0.937 | 15.4
CC(C)OC(=O)C1C(=O)CC(C)(O)C(C(=O)OC(C)C)C1c1ccc(Cl)cc1 (stereo not drawn) reads 0.978 | 7.7

More structures follow:
Below each compound: Cy5 interf NS3h | HCV NS3h FP
11. Nc1ccc(-c2cc(-c3ccc(N)cc3)nc(-c3ccc(N)cc3)n2)cc1
    0.971 | 21.0
12. COc1ccc(C2C(C(=O)OC(C)C)=C(C)N=c3s/c(=C/c4c[nH]c5ccccc45)c(=O)n32)cc1 (stereo not drawn)
    1.06 | -0.7
13. CC(C)c1cccc(C(C)C)c1NC(=O)CN1C(=O)c2ccccc2C1=O
    1.07 | 5.0
14. CCOC(=O)c1sc(NC(=O)c2cc3n(n2)C(C(F)(F)F)CC(c2ccc4c(c2)OCO4)N3)c(C(=O)OCC)c1C (stereo not drawn)
    1.02 | 2.3
15. COc1ccc(Br)cc1C(=O)Nc1cccc2nsnc12
    1.13 | -2.2
16. O=C(Nc1ccc(N2CCCCC2)c(Cl)c1)c1sc2ccccc2c1Cl
    1 | 4.8
17. Cc1ccc(NC(=O)C(=O)C=C(O)c2ccc(Br)cc2)cc1
    0.969 | -1.3
18. Cc1ccc(C(=O)Nc2nc(-c3ccccc3)cs2)cc1[N+](=O)[O-]
    0.997 | 10.2
19. O=C(O)c1ccc(NC2=C(N3CCCCC3)C(=O)c3ccccc3C2=O)cc1
    0.907 | -9.4
20. CCC(=O)NC(Nc1cc(C)on1)(C(F)(F)F)C(F)(F)F
    1 | 12.4

Shown in transposed form: 2 of the compounds above
19	O=C(O)c1ccc(NC2=C(N3CCCCC3)C(=O)c3ccccc3C2=O)cc1
20	CCC(=O)NC(Nc1cc(C)on1)(C(F)(F)F)C(F)(F)F
Screen / compound no.,19,20
Cy5 interf NS3h,0.907,1
HCV NS3h FP,-9.4,12.4

Remaining list, next part:
Below each compound: Cy5 interf NS3h | HCV NS3h FP
21. CCOc1ccc(N(CC(=O)NCCCOC)S(C)(=O)=O)cc1
    0.883 | 6.0
22. Cc1ccc(F)c(NC(=O)C2CC(=O)N(c3ccc(Cl)cc3)C2)c1 (stereo not drawn)
    1.01 | 19.0
23. COc1cccc(/C=C2/C=C(c3ccc(C)cc3)OC2=O)c1OC(C)=O
    1.02 | 3.5
24. CC1CC(Nc2ccccc2)c2ccccc2N1C(=O)COc1ccc(Cl)cc1 (stereo not drawn)
    1.04 | 9.1
25. Cc1ccc(-c2nc3ncccc3o2)cc1NC(=O)C1CCCCC1
    1.16 | -0.3
26. CN(C(=O)NS(=O)(=O)c1ccccc1Cl)c1nc(OCC(F)(F)F)nc(OCC(F)(F)F)n1
    1.02 | 1.4
27. Cc1ccc(N2C(=O)NC(=O)/C(=C\c3ccc(I)cc3)C2=O)cc1
    1 | 12.1
28. COc1cc(/C=c2\sc3nc4ccccc4n3c2=O)cc(Cl)c1OCCOc1ccc(Br)cc1
    0.977 | 36.5
29. COc1cc(/C=C2/SC(=S)N(c3ccccc3)C2=O)cc(Cl)c1OCc1ccccc1
    1.05 | 7.0
30. CC(=O)Nc1ccc(S(=O)(=O)NC(=O)C23CC4CC(CC(C4)C2)C3)cc1
    1.08 | 5.9

3 entries picked at random from the list so far, as already listed:
Below each compound: Cy5 interf NS3h | HCV NS3h FP
30. CC(=O)Nc1ccc(S(=O)(=O)NC(=O)C23CC4CC(CC(C4)C2)C3)cc1
    1.08 | 5.9
26. CN(C(=O)NS(=O)(=O)c1ccccc1Cl)c1nc(OCC(F)(F)F)nc(OCC(F)(F)F)n1
    1.02 | 1.4
29. COc1cc(/C=C2/SC(=S)N(c3ccccc3)C2=O)cc(Cl)c1OCc1ccccc1
    1.05 | 7.0

More results.
Below each compound: Cy5 interf NS3h | HCV NS3h FP
31. COc1ccc(-c2cc(-c3cc(Cl)ccc3O)[nH]n2)cc1OC
    0.995 | 3.3
32. COc1cc(NC(=O)CC(c2ccccc2)c2ccccc2)c(OC)cc1Cl
    1 | 5.4
33. COc1ccc(NC(=S)NC(=O)c2ccc(F)cc2)cc1
    0.927 | 17.2
34. NS(=O)(=O)c1ccc(NC(=S)NC(=O)c2ccccc2)cc1
    1.02 | 50.0*
35. O=C(Nc1ccc(Cl)c(Cl)c1)c1cc2n(n1)C(C(F)(F)F)CC(c1ccccc1)N2 (stereo not drawn)
    0.96 | -12.0
36. COc1ccccc1/C=C1\SC(=S)N(CC(C)C)C1=O
    0.946 | 17.0
37. Cc1ccc(C(O)=C2C(=O)C(=O)N(c3ccc(O)cc3)C2c2ccccc2)cc1 (stereo not drawn)
    1 | -8.4
38. CCOC(=O)c1ccccc1NC(=O)c1ccccc1
    0.967 | 12.6
39. O=[N+]([O-])c1ccc(N2CCCC2)cc1N1CCCCC1
    0.837 | 8.9
40. COc1ccc(/C(N)=N\OC(=O)c2ccc(Br)cc2)cc1
    0.96 | 1.4

(listing goes on)
Below each compound: Cy5 interf NS3h | HCV NS3h FP
41. CC(Oc1ccccc1)C(=O)NCc1ccccn1 (stereo not drawn)
    0.98 | 8.7
42. COc1ccc(S(=O)(=O)Nc2cc([N+](=O)[O-])ccc2OC)cc1
    1.06 | 9.1
43. CCOc1cc(C(=O)NCCN2CCOCC2)cc(OCC)c1OCC
    0.992 | 8.2
44. O=C1NC2=Nc3ccccc3SC(c3ccccc3)=C2C(c2ccc(O)cc2)N1 (stereo not drawn)
    1.04 | 2.2
45. CC1=C(C(=O)c2ccccc2)C(c2cccc(F)c2)NC(=O)N1 (stereo not drawn)
    1.1 | 4.3
46. Cc1cccc(C)c1NS(=O)(=O)c1ccccc1
    0.831 | 14.2
47. O=C(N/N=C\C=C\c1ccccc1)/C(=C\c1cccs1)NC(=O)c1ccccc1
    1.01 | 16.6
48. Cc1ccc(S(=O)(=O)N2C(=S)SCC2(C)C)cc1
    0.962 | 22.7
49. O=C(NCCNC(=O)c1cccc(O)c1)c1cccc(O)c1
    1.08 | 0.9
50. NC(=O)SCC(=O)Nc1cccc(F)c1
    1 | -23.3

Remaining list, next part
Below each compound: Cy5 interf NS3h | HCV NS3h FP
51. CCN1C(=O)/C(=C\c2ccc(-c3ccc(Cl)cc3Cl)o2)SC1=S
    1.06 | 0.9
52. CC1(C)CC(=O)C2=C(C1)OC1=C(C(=O)CC(C)(C)C1)C2c1c(O)ccc2ccccc12
    0.908 | -10.4
53. CCc1c(C#N)c(N)nc(SCC(=O)c2ccc(C)cc2)c1C#N
    1.01 | 7.9
54. COc1ccc2c(C)c(C(=O)O)oc2c1OC
    0.961 | -0.3
55. O=C(CSc1nnc(-c2ccco2)n1-c1ccccc1)Nc1ccccc1[N+](=O)[O-]
    0.979 | 4.3
56. COc1cc(/C=C2/SC(=S)N(C)C2=O)cc(Cl)c1OCc1ccccc1Cl
    0.965 | -7.2
57. COc1ccc2nc(SCC(=O)NCCc3ccccc3)[nH]c2c1
    0.977 | 12.7
58. COC(=O)C12CC3CC(CC(C(=O)OC)(C1)C31SCCS1)C21SCCS1
    1.04 | 5.3
59. O=C(c1ccc(Br)cc1)N1CCN(c2ccc(Cl)cc2[N+](=O)[O-])CC1
    1.02 | 6.3
60. C=CCN1C(=O)/C(=C\c2ccc3c(c2)OCO3)C(=O)NC1=S
    0.944 | 5.4

Of the compounds above, these contain an NH in an aromatic ring:
Below each compound: Cy5 interf NS3h | HCV NS3h FP
12. COc1ccc(C2C(C(=O)OC(C)C)=C(C)N=c3s/c(=C/c4c[nH]c5ccccc45)c(=O)n32)cc1 (stereo not drawn)
    1.06 | -0.7
31. COc1ccc(-c2cc(-c3cc(Cl)ccc3O)[nH]n2)cc1OC
    0.995 | 3.3
57. COc1ccc2nc(SCC(=O)NCCc3ccccc3)[nH]c2c1
    0.977 | 12.7

(listing goes on)
Below each compound: Cy5 interf NS3h | HCV NS3h FP
61. Cc1cccc(OCCOc2ccc(Cl)cc2/C=C2/SC(=S)N(C)C2=O)c1
    1.02 | 23.2
62. Nc1ccc(S(=O)(=O)Nc2cccc3cccnc23)cc1
    0.925 | 3.6
63. Cc1c(C(=O)N2CCC(C)CC2)cccc1[N+](=O)[O-]
    1.06 | -0.7
64. O=C(NCCNc1ccc([N+](=O)[O-])cc1Cl)c1ccccc1F
    1 | 25.9
65. C=CCNC(=O)CN(c1ccc(OC)cc1)S(=O)(=O)c1ccc(C)cc1
    0.991 | 5.0
66. COC(=O)c1c(C)oc2ccc(OCc3c(F)cccc3Cl)cc12
    0.907 | 10.2
67. Cc1ccc2c(C)nc(Nc3nc4ccccc4c(=O)[nH]3)nc2c1
    0.959 | -9.7
68. CCCOc1ccc(C2Nc3cccc4cccc(c34)N2)cc1
    0.858 | 16.2
69. COc1ccc(C(=O)NCCSc2ccc(C)cc2)cc1OC
    0.988 | 10.7
70. CCOC(=O)/C(=C\c1ccc(-c2ccc(S(N)(=O)=O)cc2)o1)C(C)=O
    1.02 | 4.1

Next results:
Below each compound: Cy5 interf NS3h | HCV NS3h FP
71. S=C(c1ccccc1)N1CCN(c2cccc(Cl)c2)CC1
    0.913 | 21.8
72. CCc1ccc(N2C(=O)/C(=C/c3ccc(O)c(Cl)c3)C(=O)NC2=S)cc1
    1.15 | -0.3
73. CS(=O)(=O)N(CC(=O)Nc1ccc(Br)cc1)c1ccc(Cl)cc1
    0.971 | -1.8
74. Cc1cc(NS(=O)(=O)c2ccc(NC(=O)c3cccc(Br)c3)cc2)no1
    0.966 | 5.2
75. CC(C)CNC(=O)C1CC(=O)N(c2ccc(Cl)cc2)C1 (stereo not drawn)
    1.07 | 2.2
76. COC(=O)CN(c1ccccc1Br)S(C)(=O)=O
    1.04 | -15.8
77. Nc1ccc(C(=O)Nc2cccc3ccccc23)cc1
    1.09 | 14.2
78. Cc1cccc(C2OC3(C(=O)c4ccccc4C3=O)C(c3ccc(Br)cc3)C23C(=O)c2ccccc2C3=O)c1 (stereo not drawn)
    1.09 | 2.9
79. COc1ccc(C2C(=C(O)c3ccc(Cl)cc3)C(=O)C(=O)N2c2nccs2)cc1OC (stereo not drawn)
    0.928 | 5.8
80. O=C1C2C3CCC(O3)C2C(=O)N1c1ccccn1 (stereo not drawn)
    0.963 | 1.6

Other compounds:
Below each compound: Cy5 interf NS3h | HCV NS3h FP
81. Cc1ccc(C(=O)/C=C/c2ccc3ncccc3c2)cc1
    0.908 | 25.8
82. COc1ccc(S(=O)(=O)N(CCc2ccccc2)CC(=O)NCCc2ccccc2)cc1
    1.02 | 23.6
83. O=C(COc1ccccc1)Nc1ccncc1
    1.09 | 0.3
84. Cc1cc(/C=C2/NC(=O)NC2=O)c(C)n1-c1ccc(F)cc1
    0.957 | 9.0
85. CCCCNC(=O)c1cc2n(n1)C(C(F)(F)F)CC(c1ccc(Cl)c(Cl)c1)N2 (stereo not drawn)
    1.01 | 7.7
86. O=C(O)CC(Cc1ccc(Br)cc1)C(=O)Nc1ccccc1 (stereo not drawn)
    0.995 | -0.6
87. CC(C)(C)c1ccc(-c2nnc(NC(=O)Nc3ccccc3)s2)cc1
    1.03 | -7.3
88. O=C(O)CCn1c2c(c3ccccc31)CCCC2
    1.05 | 5.7
89. O=C(/C=C\Nc1ccccc1NS(=O)(=O)c1ccccc1)c1ccc(F)cc1
    1.07 | 31.3
90. CCOC(=O)c1c(-c2ccc(-c3ccccc3)cc2)csc1N
    0.98 | 13.5

Next section
Below each compound: Cy5 interf NS3h | HCV NS3h FP
91. CS(=O)(=O)N1CCN(C(=O)COc2ccccc2)CC1
    1.06 | 4.7
92. O=C1c2ccccc2NC(c2ccc(Br)cc2)N1Cc1ccccc1 (stereo not drawn)
    0.954 | 10.8
93. COc1ccc(C2C(=C(O)c3ccccc3)C(=O)C(=O)N2c2cccc(Cl)c2)cc1OC (stereo not drawn)
    0.901 | 5.6
94. O=c1c2ccccc2nc(/C=C/c2ccc3c(c2)OCO3)n1-c1cccc2ccccc12
    0.983 | 5.1
95. C/C(=N/NS(=O)(=O)c1ccccc1)c1cccc(Br)c1
    1.04 | 5.1

Not a hit list, and some 7% of all compounds hit somewhere here.
